Compound activity deposited in PubChem by Sanford-Burnham Center for Chemical Genomics.
A3G deaminase = blocks human APOBEC3G single-stranded DNA deamination; Q9HC16; recombinant A3G, ssDNA deamination FAM/TAMRA fluorescence; inhibition, % at 20 µM; hit rate 0.28% among 330,000; AID 493012;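 active = inhibition of at least 40% at 20 µM, with no more than 30% in the related APOBEC3A deaminase screen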;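 also: plate controls were DMSO wells with A3G for no effect and wells lacking A3G enzyme for full effect; some compounds called inactive have numbers as strong as hits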
Target sequence (Q9HC16 whole entry, looked up): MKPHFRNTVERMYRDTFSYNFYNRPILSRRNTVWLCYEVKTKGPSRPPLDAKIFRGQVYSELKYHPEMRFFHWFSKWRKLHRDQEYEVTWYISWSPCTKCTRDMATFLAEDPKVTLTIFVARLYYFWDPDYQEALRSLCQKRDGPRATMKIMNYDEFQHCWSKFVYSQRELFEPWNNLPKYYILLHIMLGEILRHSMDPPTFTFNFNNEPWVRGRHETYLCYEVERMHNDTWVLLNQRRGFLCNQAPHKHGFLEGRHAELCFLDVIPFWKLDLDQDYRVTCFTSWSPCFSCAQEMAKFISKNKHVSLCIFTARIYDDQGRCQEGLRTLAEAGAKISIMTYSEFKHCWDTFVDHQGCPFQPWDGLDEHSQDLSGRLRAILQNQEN
hIAP inh = blocks human intestinal alkaline phosphatase; P09923; purified IAP, CDP-Star luminescence, 30 min; inhibition, % at 10 µM; hit rate 0.12% among 330,000;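 active = inhibition reaching a set limit with compound at 10 µM in the primary screen, cut at about 35% in these data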;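 also: plate controls were DMSO wells with enzyme for no effect and no-enzyme buffer wells for full effect; values of inactives mirror those of a sister screen read the other way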
mIAP activ = increases mouse intestinal alkaline phosphatase activity | muIAP, CDP-Star luminescence, 30 min; stronger effect = higher value; 1 = vehicle-only enzyme signal, 0 = enzyme-free wells | activation factor at 10 µM | hit rate 0.24% among 330,000 | AID 2805;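 active = activation factor of at least 2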; also: the source names both 10 and 20 µM as test concentration; values of inactives mirror those of a sister screen read the other way
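System: mouse IAP enzyme. Reagent: CDP-Star chemiluminescent phosphatase substrate. Benchmarks: DMSO wells, no-enzyme wells. Times: 30 min enzyme-substrate-compound incubation at room temperature. Detection: luminescence from enzymatic CDP-Star hydrolysis. Doses: test compounds delivered from DMSO solution.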
ATG4B inh = blocks human ATG4B protease cleavage of LC3 substrate | AID 504462 | hit rate 0.51% among 340,000 | inhibition, % at 8.33 µM | ATG4B cleavage of LC3-PLA2, NBD-HPC fluorescence, 1 h | Q9Y4P1; in the data active = inhibition above about 40%
Target sequence (Q9Y4P1 whole entry, looked up): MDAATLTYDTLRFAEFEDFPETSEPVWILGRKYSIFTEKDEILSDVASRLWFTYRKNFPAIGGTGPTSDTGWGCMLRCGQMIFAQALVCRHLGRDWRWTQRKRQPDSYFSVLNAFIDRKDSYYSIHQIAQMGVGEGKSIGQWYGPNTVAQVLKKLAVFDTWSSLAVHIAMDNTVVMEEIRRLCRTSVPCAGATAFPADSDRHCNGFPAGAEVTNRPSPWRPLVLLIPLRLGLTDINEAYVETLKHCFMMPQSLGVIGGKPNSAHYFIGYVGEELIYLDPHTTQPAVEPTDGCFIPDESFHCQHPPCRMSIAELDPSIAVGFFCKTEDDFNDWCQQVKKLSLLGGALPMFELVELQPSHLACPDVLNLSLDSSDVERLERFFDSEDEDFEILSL
hIAP activ = increases human intestinal alkaline phosphatase activity | purified human IAP, CDP-Star luminescence, 30 min; stronger effect = higher value; 1 = vehicle-only enzyme, 0 = enzyme-free background | activation factor at 10 µM | hit rate 0.16% among 330,000 | AID 2524;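 active = activation factor of the enzyme at least 2-fold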; also: the source names both 10 and 20 µM as test concentration; values of inactives mirror those of a sister screen read the other way
MIN6 prolif = MIN6 beta-cell proliferation induction | MIN6 cells proliferation, ATPlite luminescence, 48 h; cells starved in 0.2% serum; 100% = growth in 10% serum | proliferation, % at 10 µM | hit rate 0.29% among 330,000;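 active = compounds whose signal lies at least 3.5 SD above the mean of all wells on their plate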;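 also: 0% = DMSO-treated cells in low-serum medium and 100% = 10% serum control; some compounds called inactive have numbers as strong as hits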
A3A deaminase = blocks human APOBEC3A ssDNA deamination; inhibition, % at 20 µM; recombinant A3A, FAM/TAMRA ssDNA deamination fluorescence; AID 493011; hit rate 0.41% among 330,000;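 active = at least 40% inhibition at 20 µM here, with at most 30% in a related deaminase screen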;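 also: plate controls were A3A with DMSO for no effect and wells lacking A3A enzyme for full effect; some results filed as inactive read as strong as hits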
Target sequence (P31941 whole entry, looked up): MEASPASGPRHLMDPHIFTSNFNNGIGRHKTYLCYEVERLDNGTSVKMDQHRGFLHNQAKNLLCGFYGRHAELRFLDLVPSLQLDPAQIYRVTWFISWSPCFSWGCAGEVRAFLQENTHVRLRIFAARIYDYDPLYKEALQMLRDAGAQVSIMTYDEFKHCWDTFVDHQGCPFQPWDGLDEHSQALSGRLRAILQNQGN
mIAP inh = blocks mouse intestinal alkaline phosphatase. purified mouse IAP, CDP-Star luminescence, 30 min. inhibition, % at 10 µM. hit rate 0.2% among 330,000. AID 2806;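 active = inhibition of at least 40% at 10 µM in the primary screen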;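 also: plate controls were DMSO with enzyme for no effect and no enzyme wells for full effect; values of inactives mirror those of a sister screen read the other way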
MPTP inh = permeability transition pore inhibition; isolated mouse mitochondria, Ca2+ swelling absorbance, 30 min; inhibition, % at 10 µM; hit rate 1.4% among 360,000; AID 602449;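 active = inhibition of 50% or more, scaled per plate between neutral and stimulator controls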;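 also: 0% = DMSO wells given calcium and 100% = 1 mM EGTA wells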
Numbers without * were called inactive; x = not tested or not shown.

canonical_smiles,A3G deaminase,hIAP inh,mIAP activ,ATG4B inh,hIAP activ,MIN6 prolif,A3A deaminase,mIAP inh,MPTP inh
CS(=O)(=O)c1ccccc1-c1nnc(NC(=O)c2ccc(S(=O)(=O)N3CCCC3)cc2)o1,-0.6,-18.5,0.973,-11.2,1.19,-1.7,-0.4,2.7,-1.1
C[C@H]1CN([C@@H](C)CO)C(=O)Cc2cc(NC(=O)CCC(F)(F)F)ccc2O[C@H]1CN(C)S(=O)(=O)c1ccc(Cl)cc1,-3.5,0.1,1.05,-16.1,0.999,-4.8,-1.3,-5.3,1.3
CCOC(=O)[C@H]1[C@H]2COc3ccc(Cl)cc3[C@@H]2N2C(=O)CN(Cc3ccccc3)C(=O)[C@@]12C,-2.7,-3.7,0.952,-8.8,1.04,-3.4,-2.0,4.8,-2.0
CC#CC(=O)N1CCC(CCc2ccccc2)(C(=O)OCC)CC1,-4.6,12.7,1.04,48.6*,0.873,-0.3,0.2,-4.1,0.4
Cc1c(C(=O)Nc2nccs2)sc2nc(-c3cccs3)cc(C(F)(F)F)c12,-5.6,14.7,0.82,49.5*,0.853,-6.3,-3.6,18.0,13.9
Cc1nn(C(=O)c2cc([N+](=O)[O-])ccc2Cl)c(C)c1Br,-6.9,-1.5,0.977,7.4,1.01,-4.7,-4.0,2.3,-0.1
COc1cccc(-n2c(Cc3cc(=O)[nH]c(=O)[nH]3)nnc2SCC(=O)N2CCC(C)CC2)c1,-4.7,-25.6,1.15,-0.9,1.26,0.1,-4.1,-14.5,1.1
Cc1cc([N+](=O)[O-])nn1CCCC(=O)Nc1cccnc1Cl,-10.0,6.1,0.966,-6.6,0.939,1.9,-4.4,3.4,0.4
Cc1ncc(CC(=O)n2cc(C(=O)c3cc(Cl)ccc3O)cn2)s1,-1.8,-1.5,0.934,80.0*,1.01,0.3,-0.8,6.6,0.4
Cc1nn(-c2ccccc2)c(C)c1P(=O)(c1ccccc1)N(C)C (stereo not drawn),-2.5,-23.1,1.01,-6.7,1.23,-0.8,-2.0,-0.8,0.6
O=C(O)C1Nc2ccc(Br)cc2C2C=CCC12 (stereo not drawn),90.1,17.3,0.736,64.4*,0.827,-1.8,99.2,26.4,0.1
CC(C)(C)c1ccc(C(=O)NCC(=O)OCCN2C(=O)c3ccccc3C2=O)cc1,-2.7,-8.3,0.917,1.3,1.08,-7.4,-2.1,8.3,-0.1
Cc1ccc2cc(CN(C(=O)c3ccco3)c3cccc(C)c3C)c(=O)[nH]c2c1,-2.1,-3.0,1.05,0.7,1.03,-2.0,0.5,-5.0,0.5
CCNc1nc(NCC)nc(N/N=C/c2ccc(O)c(O)c2)n1,-10.8,-22.3,0.89,-10.9,1.22,1.6,-2.3,11.0,-1.7
CCNC(=S)N(CCN(C)C)Cc1cc2cc(OCC)ccc2[nH]c1=O,-8.9,-19.8,0.997,-2.7,1.2,-0.7,1.8,0.3,-0.6
Cc1sc2ncnc(N3CCC(C(=O)Nc4ccc(C#N)cc4)CC3)c2c1C,-11.9,-6.9,1.05,-8.4,1.07,1.8,11.8,-4.9,0.8
Cn1c(N)c(C(=O)COC(=O)CNC(=O)c2ccccc2)c(=O)n(C)c1=O,-3.2,16.4,1.06,-2.2,0.836,-0.8,-1.4,-5.7,-1.2
CCOc1ccc(-c2nnc3sc(COc4ccc(C)cc4)nn23)cc1,1.8,23.4,0.947,-11.6,0.766,0.6,3.3,5.3,0.8
Clc1ccc(Cn2ncc3c(N4CCCCC4)ncnc32)c(Cl)c1,-5.2,12.9,0.994,-0.1,0.871,-2.1,-3.1,0.6,x
CCCN1CCC(=O)N([C@H](CSc2ccc(C)cc2)Cc2ccccc2)CC1,-6.4,-1.0,0.992,-4.1,1.01,-0.9,-3.0,0.8,1.7
COC(=O)C1=C(C(=O)OC)SC(=C2C(=S)C(C)(C)N(C(=O)C3CC3)c3ccccc32)S1,4.6,6.6,0.889,-8.9,0.934,-3.8,5.1,11.1,2.0
O=C(Nc1cccc(C(=O)N2CCOCC2)c1)c1ccccc1,-0.7,10.6,0.914,-5.1,0.894,-3.1,-0.9,8.6,-0.9
ONC(=Nc1ccc(Cl)cc1)c1ccc(Cl)cc1,-2.7,-24.3,0.974,-3.0,1.24,-1.6,-1.9,2.6,8.0
Cc1ccc(C(=O)NCCCNC(=O)c2ccco2)cn1,-2.7,15.5,1.02,2.6,0.845,0.0,0.0,-1.7,-0.8
Cc1ccc(Oc2ccc(S(=O)(=O)Nc3ccc(C(=O)O)cc3)cc2)cc1,-7.2,16.0,1.14,-4.3,0.84,-1.2,-1.6,-14.4,-2.0
CCN(C(=O)CSc1nc(C)c(C)c(C)n1)C1CCS(=O)(=O)C1 (stereo not drawn),-3.0,19.2,1.03,0.5,0.808,1.8,1.9,-2.9,0.2
CC(C)c1nc2ccccc2c2nnc(SCC(=O)NCc3ccco3)n12,-6.8,-6.3,0.996,-6.1,1.06,4.6,-2.1,0.4,0.8
O=C(Cn1nnc(-c2ccccc2)n1)Nc1ccccc1N1CCOCC1,-7.7,-17.9,0.99,-2.5,1.18,-0.3,-1.9,1.0,2.6
O=C(/C=C/c1ccc([N+](=O)[O-])cc1)OCC(=O)N1CCCCCC1,-8.3,-7.6,0.828,6.2,1.08,-3.5,-2.3,17.2,-2.0
O=C1c2ccccc2C(=O)N1S(=O)(=O)c1ccccc1,-4.0,9.0,1,-2.6,0.91,0.3,-0.4,0.0,-0.9
COC(=O)c1sccc1NC(=S)N1CCCCC1C (stereo not drawn),-4.8,-14.4,0.915,13.7,1.14,-1.1,1.3,8.5,-2.1
CN(Cc1c(C(=O)N/N=C/c2ccccc2)nnn1-c1nonc1N)C1CCCCC1,-4.9,28.4,0.865,-5.3,0.716,-0.8,-1.7,13.5,1.5
N#Cc1ccsc1NC(=O)CN1C(=O)NC2(CCCCC2)C1=O,-11.9,7.4,1.07,-1.5,0.926,-1.2,-3.0,-6.7,-0.1
CCOc1ccc(Br)cc1S(=O)(=O)NC(=O)c1ccccc1,-2.4,8.8,0.981,3.4,0.912,2.6,-0.7,1.9,-0.8
CCC(=O)c1ccc(OCc2ccc(C(=O)OC)cc2)c(OC)c1,1.0,-9.6,1.11,-16.7,1.1,0.5,-4.3,-11.0,-1.3
COc1cccc(OC)c1C(=O)Nc1ccccc1C(=O)N1CCOCC1,-2.0,14.2,0.919,5.5,0.858,0.1,1.3,8.1,0.5
CC(C)c1ccc(NC(=S)NN(c2ccccc2)c2ccccc2)cc1,-15.0,-8.0,1.05,-5.2,1.08,0.0,-3.6,-5.3,-12.1
COC(=O)CC1=NN(c2nc(C)cc(C)n2)C(=O)C1,-3.1,-21.9,0.719,2.0,1.22,0.0,-1.5,28.1,0.3
CC1(C)CC(=O)C(C(N)=NC(=O)c2ccccc2)=C(O)C1,-7.1,4.2,0.917,-4.8,0.958,-1.5,-5.3,8.3,-2.3
CCCCn1nnnc1SCC(=O)Nc1ccc2c(c1)OCO2,-3.4,8.9,0.878,10.8,0.911,-0.1,-3.8,12.2,0.7
Cc1cc(C)cc(N(CC(=O)NCC2CCCO2)C(=O)CCC(=O)Nc2nccs2)c1 (stereo not drawn),-11.9,4.3,0.983,-1.2,0.957,1.7,-2.5,1.7,0.3
CCC(C)[C@H]1CNCCN1CCc1cc(C(F)(F)F)cc(C(F)(F)F)c1 (stereo partly drawn),8.4,8.5,0.852,1.5,0.915,-8.6,2.2,14.8,1.1
CC1=NN(C(=O)Cc2ccc([N+](=O)[O-])cc2)C(O)(C(F)(F)C(F)(F)F)C1 (stereo not drawn),-3.5,-7.4,0.992,-12.5,1.07,-1.0,-0.1,0.8,6.1
CCN=C(NCC)SC1CC(=O)N(c2ccc(F)cc2)C1=O (stereo not drawn),-1.0,2.2,0.971,-4.2,0.978,-0.5,0.3,2.9,-1.8
CC(=O)Nc1ccc(C(=O)CCl)cc1,-7.6,1.0,1.07,7.3,0.99,-7.2,-4.2,-7.4,0.1
O=C(NNC(=O)C1CCN(S(=O)(=O)c2ccc(Cl)cc2)CC1)c1ccc(S(=O)(=O)N2CCCCC2)cc1,-6.4,-43.6,0.918,-1.0,1.44,-3.2,-0.1,8.2,14.4
COc1ccc(NC(=O)c2ccccc2SC)cc1,-7.9,-2.2,0.949,9.4,1.02,-1.0,-2.6,5.1,1.6
CCCn1c(N)c(N(CCOC)C(=O)Cc2ccc(S(=O)(=O)N3CCOCC3)s2)c(=O)[nH]c1=O,-9.2,2.5,1.01,2.4,0.975,-3.4,3.4,-0.8,-1.5
COc1cccc(-c2cc(C(=O)NC3CC3)c3ccccc3n2)c1,-2.9,-7.7,0.942,5.8,1.08,1.0,-1.9,5.8,2.4
FC(F)(F)c1cnc(Oc2ccc(-c3nnco3)cc2)c(Cl)c1,-0.6,16.8,1.01,-17.6,0.832,-0.2,0.9,-0.7,-0.7

Remaining list, next part:
canonical_smiles,A3G deaminase,hIAP inh,mIAP activ,ATG4B inh,hIAP activ,MIN6 prolif,A3A deaminase,mIAP inh,MPTP inh
Clc1ccc2c(N/N=C/c3cccnc3)ccnc2c1,3.2,7.6,1.03,-4.0,0.924,-5.5,2.7,-3.1,-0.8
Cc1ccc(C2=NN(S(C)(=O)=O)C(c3ccc4c(c3)OCO4)C2)cc1 (stereo not drawn),-6.9,3.9,1.1,3.1,0.961,-2.8,1.1,-10.1,23.9
CC(Oc1ccc([N+](=O)[O-])cc1Cl)C(=O)Nc1ccc(C(N)=O)cc1 (stereo not drawn),-5.1,-13.0,1,-9.5,1.13,-2.1,3.9,-0.3,-1.5
O=C(Nc1cc(Cl)ccc1Cl)N1CCCC1,-6.3,-9.6,1.01,8.1,1.1,-4.2,-2.1,-1.3,0.0
Cn1cccc1C(=O)NNC(=O)COc1ccc(Br)cc1,-5.2,-10.3,0.892,-9.3,1.1,0.0,-1.5,10.8,-3.0
CC(OC(=O)C(NC(=O)c1ccco1)C(C)C)C(=O)Nc1ncc(Cl)cc1Cl (stereo not drawn),-5.6,-6.5,1.05,-12.9,1.06,3.7,-1.9,-5.4,1.5
CN(C)CCCOC(=O)c1ccc(Cl)cc1,1.8,-14.9,1.03,-8.5,1.15,-0.1,0.1,-3.3,5.8
C/C(N)=C(/C#N)C(=O)COC(=O)CSc1ccc2ccccc2c1,-9.9,-23.4,1.01,-17.8,1.23,1.4,0.4,-1.0,3.1
CCOc1ccc(C(=O)c2ccc([N+](=O)[O-])cc2Cl)cc1,-3.2,7.4,1.07,1.4,0.926,-4.3,3.0,-7.0,-1.2
O=C(CN1c2cccc3cccc(c23)S1(=O)=O)N1CCCCC1,0.9,8.1,0.933,-6.4,0.919,-2.8,1.3,6.7,-1.0
Nc1cc(C(=O)OCC(=O)NCC2CCCO2)ccc1Cl (stereo not drawn),-4.2,-24.6,1.14,-12.0,1.25,-2.7,-5.1,-13.8,1.2
O=C(NCC1CCCO1)C(c1ccc(F)cc1)N(CC1CCCO1)C(=O)c1ccc(-c2ccccc2)[nH]1 (stereo not drawn),-18.3,10.4,1.01,4.1,0.896,-4.1,-4.3,-1.2,-1.4
Cc1cccc(N(C)C(=O)COc2cc(=O)n(C)c3ccccc23)c1,-6.5,5.0,0.98,-6.8,0.95,-2.0,-2.4,2.0,0.1
